# From PubChem BioAssay
# PPARg SRC-3 ag: agonists of human PPARgamma SRC-3 coactivator recruitment; 200,000 tested, 0.26% active; P37231; activation, % at 8 µM; biochemical PPARgamma/SRC-3 coactivator recruitment assay; in the data active = activation above about 23%;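 note: 0% = DMSO and 100% = reference agonist; some compounds past the cut are filed as inactive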
# Diaphorase act: counter-screen for diaphorase-based assays: diaphorase activators and chemical reducers; Diaphorase/resazurin coupled assay, resorufin fluorescence, 16 min; active compounds read high; 1 = vehicle wells, 0 = NADH-free wells; activation factor at 20 µM; 190,000 tested, 0.005% active;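 active = diaphorase activity raised at least twofold by the compound at 20 µM; inactive = activation factor below 2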
#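 Test system: Clostridium kluyveri diaphorase, purified enzyme; input: enzyme 0.07 U/mL final; buffer or medium: 50 mM HEPES pH 7.4 with 4.542 mM MgCl2, 0.005% Tween 20; also added: 0.114 mM NADH and 0.1 mM resazurin, final amounts; schedule: 16 min enzyme reaction, ambient temperature; technique: fluorescence of resorufin, 544 nm excitation, 590 nm emission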
# G6PDH CS: counter-screen for G6PDH assay hits: L. mesenteroides G6PDH inhibition; inhibition, % at 5 µM; Purified L. mesenteroides G6PDH, diaphorase/resazurin coupled fluorescence, 45 min; 200,000 tested, 0.12% active; AID 1020; in the data active = inhibition above about 50%
# S1P3 antagonist: blocks the human S1P3 receptor. 170,000 tested, 0.27% active. CHO S1P3 NFAT-BLA reporter, FRET fluorescence, antagonist mode. inhibition, % at 4.98 µM. AID 485;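 active = inhibition above the plate cutoff, the mean inhibition of test wells on that plate plus 3 SD, cut at about 28% in these data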;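 note: cells challenged with S1P at its EC80 of 0.8 µM; blue over green emission ratio from cleaved BLA substrate after 4 h stimulation; 0% = S1P-stimulated wells and 100% = unstimulated DMSO-only wells; some compounds past the cut are filed as inactive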
# TR-FRET SRC-2 ct: flags TR-FRET format artefacts in PPARgamma SRC-2 recruitment agonist screen. TR-FRET artefact counter-screen; active compounds read high. TR-FRET ratio at 8 µM. 200,000 tested, 0.4% active. AID 1049; in the data active = TR-FRET ratio above about 2000; note: inactives centre near 1500
# Diaph inh CS: diaphorase inhibition or chemical oxidation counter-screen; diaphorase resazurin-to-resorufin fluorescence, NADH, 16 min; bacterial (C. kluyveri) enzyme, not human; inhibition, % at 20 µM; 190,000 tested, 0.69% active; AID 1217;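 active = primary screen inhibition at 20 µM above a set limit, cut at about 50% in these data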;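 note: plate controls were DMSO with full reaction for no effect and wells lacking NADH for full effect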
#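 Test system: bacterial diaphorase enzyme (C. kluyveri); Quantity: 0.14 U/mL diaphorase, enzyme working solution; Times: reaction incubation of 16 min at room temperature; Measured by: fluorescence of resorufin formed from resazurin, Ex 544/Em 590 nm; Benchmarks: positive control minus NADH, DMSO neutral control.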
# ROMK mod: modulators of human ROMK potassium channel; Tet-inducible ROMK, thallium flux fluorescence; actives lie on both sides; B-score at 10 µM; 130,000 tested, 2% active; AID 1918;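 active = signal ratio slope over the read window, or its plate-corrected B-score, at least 3 SD from the plate mean, either direction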;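 note: B-score of the F/F0 ratio slope over 7 to 12 s after thallium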
# Target sequence (P48048 whole entry, looked up): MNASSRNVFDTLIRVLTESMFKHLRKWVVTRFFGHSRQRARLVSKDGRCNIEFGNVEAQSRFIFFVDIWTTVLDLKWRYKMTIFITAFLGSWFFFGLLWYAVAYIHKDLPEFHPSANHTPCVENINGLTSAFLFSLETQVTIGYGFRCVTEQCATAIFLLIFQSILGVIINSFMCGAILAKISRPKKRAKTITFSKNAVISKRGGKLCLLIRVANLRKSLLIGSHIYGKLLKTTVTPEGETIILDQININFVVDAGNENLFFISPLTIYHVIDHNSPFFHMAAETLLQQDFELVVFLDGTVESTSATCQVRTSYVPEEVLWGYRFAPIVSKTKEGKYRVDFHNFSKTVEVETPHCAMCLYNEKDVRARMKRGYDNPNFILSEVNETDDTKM
# PPARg SRC-1 ag: agonists of human PPARgamma SRC-1 coactivator recruitment | activation, % at 8 µM | 200,000 tested, 0.41% active | P37231 | PPARgamma-SRC-1 coactivator recruitment biochemical assay | AID 631; in the data active = activation above about 19%;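 note: 0% = DMSO and 100% = reference agonist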
# PPARg SRC2 recr: PPARgamma-driven SRC-2 recruitment agonism; PPARgamma LBD-SRC-2 recruitment, biochemical; activation, % at 8 µM; 200,000 tested, 0.34% active; P37231; AID 1032; in the data active = activation above about 22%;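 note: 0% = vehicle and 100% = reference agonist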
# PMI act: increases human mannose-6-phosphate isomerase activity | purified human PMI, coupled resazurin fluorescence, 20 min; active compounds read high; 1 = vehicle control, 0 substrate-free wells | activation factor at 20 µM | 190,000 tested, 0.005% active | AID 1214 | P34949;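 active = activation factor of 2 or more at 20 µM, relative to plate controls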
# Target sequence (P34949 whole entry, looked up): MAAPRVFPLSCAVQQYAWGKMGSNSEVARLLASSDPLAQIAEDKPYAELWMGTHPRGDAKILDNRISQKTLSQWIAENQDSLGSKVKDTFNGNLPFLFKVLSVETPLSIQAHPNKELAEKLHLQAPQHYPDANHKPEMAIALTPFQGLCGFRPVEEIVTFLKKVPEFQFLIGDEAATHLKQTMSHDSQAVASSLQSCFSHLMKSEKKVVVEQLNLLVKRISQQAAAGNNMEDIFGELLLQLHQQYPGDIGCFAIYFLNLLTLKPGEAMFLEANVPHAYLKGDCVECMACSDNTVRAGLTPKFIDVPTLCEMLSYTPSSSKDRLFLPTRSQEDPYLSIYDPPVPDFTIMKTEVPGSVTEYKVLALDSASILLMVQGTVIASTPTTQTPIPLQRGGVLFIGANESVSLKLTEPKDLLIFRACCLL
# PMI act hi M6P: increases human PMI activity with near-saturating mannose 6-phosphate; P34949; coupled PMI enzyme assay, resazurin fluorescence, 20 min; active compounds read high; 1 = untreated enzyme, 0 = substrate-free blank; activation factor at 20 µM; 190,000 tested, 0.34% active; AID 1216;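 active = activation factor of 2 or more at 20 µM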
#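 Test system: human phosphomannose isomerase with PGI, G6PDH, diaphorase coupling enzymes; amount: 15 ng/mL PMI; incubation: enzyme reaction with compound 20 min at room temperature; technique: resorufin fluorescence (Ex 544/Em 590 nm) from resazurin via diaphorase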
# * marks the source's active call; other numbers are inactive results; / = no result given.
(1) O=C(Nc1ccccc1N1CCCC1)c1ccc(Cl)cc1Cl
(2) COc1ccc2c(c1)C(C1C(=O)CCCC1=O)c1ccccc1O2 (centres undefined)
(3) COc1cccc(=O)c2c(C)n(C)c(C)c12
(4) COc1ccc(NC(=S)Nc2ccc(N)c([N+](=O)[O-])c2)cc1
(5) CCOc1ccc(NC(=O)[C@@H](NC(=O)c2ccccc2Br)C(C)C)cc1
(6) COc1ccc(CCNC(=O)C2CCC(CNS(=O)(=O)c3ccccc3)CC2)cc1OC (centres undefined)
(7) CC(=C/c1ccccc1)/C=N/NC(=O)c1cnccn1
(8) CN(C)S(=O)(=O)c1cc(NC(=O)CN2CCN(c3ccccc3F)CC2)ccc1Cl
(9) CCn1c(CNC(=O)Cc2ccc(OC)cc2)nnc1SCC(=O)c1ccccc1
(10) CCN(Cc1ccccc1)C(=O)COC(=O)c1n[nH]c2ccccc12
screen / no.	1	2	3	4	5	6	7	8	9	10
PPARg SRC-3 ag	-3	12	5	9	5	-2	0	0	4	-5
Diaphorase act	0.9	1	0.8	0.8	0.9	0.9	0.9	1	0.9	0.8
G6PDH CS	0	0	-18	-6	13	1	13	1	17	-9
S1P3 antagonist	-2	/	-31	/	/	12	/	-4	-16	/
TR-FRET SRC-2 ct	1424	1586	1534	1680	1566	1531	1528	1477	1587	1671
Diaph inh CS	9	0	16	25	11	12	8	-1	8	17
ROMK mod	/	/	/	2.5	0.078	0.81	0.77	0.49	-0.016	-0.66
PPARg SRC-1 ag	-4	9	-2	8	5	0	2	3	6	-1
PPARg SRC2 recr	-4	8	-3	10	-1	8	8	-9	6	8
PMI act	1	1	0.9	0.9	0.9	0.9	0.9	1.1	1.7	0.9
PMI act hi M6P	0.9	1	1.1	0.9	1	1	1	1.1	2.5*	1

(11) COc1ccc(C2N(S(=O)(=O)c3ccccc3)CCN2S(=O)(=O)c2ccc(C)cc2)cc1 (centres undefined)
(12) CCN(CC(=O)O)S(=O)(=O)c1cc(Cl)ccc1Cl
(13) O=C(O)c1cc(Cl)ccc1-c1ccc(/C=C/c2cc(C(F)(F)F)[nH]c(=O)n2)o1
(14) COc1ccc(CCCC(=O)N/N=C/c2ccccc2OC)cc1
(15) O=C(COc1ncnc2c(Cl)cc(Cl)cc12)NC1CCCCCC1
(16) COc1ccc(NC2CC(=O)NC2=O)cc1 (centres undefined)
(17) CC(C)CC(O)C1CCN(C(=O)CCc2nnc(-c3ccccc3)o2)CC1 (centres undefined)
(18) O=C(Nc1nnc(-c2ccco2)s1)C1CCCCC1
(19) CCN(CC)CCCNC(=O)CC1Oc2ccc(C)cc2NC1=O (centres undefined)
(20) CCOc1ccccc1C1C(C(=O)Nc2ccccc2OC)=C(C)Nc2nc(CCCO)nn21 (centres undefined)
screen / no.	11	12	13	14	15	16	17	18	19	20
PPARg SRC-3 ag	10	5	6	6	-13	-1	5	3	-4	/
Diaphorase act	1	0.9	0.7	0.9	0.9	0.9	0.9	1	0.9	0.9
G6PDH CS	4	4	14	-1	8	6	-1	3	2	7
S1P3 antagonist	/	-22	-9	-5	/	-16	-11	-4	-4	-13
TR-FRET SRC-2 ct	1729	1433	1351	1490	1532	1631	1717	1756	1495	/
Diaph inh CS	4	7	28	14	6	10	8	3	6	11
ROMK mod	1.2	/	/	/	/	0.16	0.099	0.58	/	/
PPARg SRC-1 ag	4	4	-6	3	-5	6	2	11	9	/
PPARg SRC2 recr	1	4	-5	-1	-2	9	0	5	-4	/
PMI act	1.1	0.9	1.1	1	0.9	0.9	1	1	1	1
PMI act hi M6P	1	0.9	0.8	1	0.9	0.8	1	1	0.9	1

(21) CC(C(=O)NCc1ccc2c(c1)OCO2)c1ccc([N+](=O)[O-])cc1 (centres undefined)
(22) O=C(COc1ccc(S(=O)(=O)NC2CCCC2)cc1)NCC1CCCO1 (centres undefined)
(23) Cn1cccc1Cc1nnc(SCC(=O)NCc2ccc(F)cc2)n1-c1ccc(F)cc1
(24) COCCn1c(=O)c2c3c(sc2n(CC(N)=O)c1=O)CCCC3
(25) CCCn1c(SCC(=O)Nc2cc(S(=O)(=O)N(C)C)ccc2OC)n[nH]c1=O
(26) O=C(c1ccc2c(c1)OCO2)C1CCCN(C(=O)c2cnn(Cc3ccccc3)c2)C1 (centres undefined)
(27) COc1ccc(S(=O)(=O)N/N=C\c2ccc3c(c2)OCO3)cc1
(28) Fc1ccccc1-c1csc(=Nc2cccnc2)n1CC1CCCO1 (centres undefined)
(29) O=c1c2ccc(-c3nnc4n3-c3ccccc3SC4)cc2nc2n1CCCCC2
(30) Clc1ccc(-c2ccnc(Oc3ccc4ccccc4c3)n2)cc1
screen / no.	21	22	23	24	25	26	27	28	29	30
PPARg SRC-3 ag	0	2	/	-10	-3	-3	-1	-3	-13	10
Diaphorase act	1	1	0.8	/	0.9	0.9	0.9	1	/	1
G6PDH CS	-4	1	-8	/	2	20	7	7	/	19
S1P3 antagonist	11	-3	-18	-27	-10	13	/	6	-16	/
TR-FRET SRC-2 ct	1406	1511	/	1638	1431	1507	1736	1469	1448	1642
Diaph inh CS	0	1	16	/	10	11	11	2	/	1
ROMK mod	-1	/	/	-0.033	0.092	0.84	/	0.42	/	/
PPARg SRC-1 ag	-11	-3	/	-2	-3	12	0	-3	-10	7
PPARg SRC2 recr	6	-4	/	13	2	5	12	9	2	4
PMI act	1	1	0.8	/	1	1	0.9	1	/	1.1
PMI act hi M6P	1	1	0.8	/	1	1	0.9	1	/	1

(31) Cc1ccc(OCC(=O)Nc2cccc(S(=O)(=O)N3CCCCC3)c2)c([N+](=O)[O-])n1
(32) Cn1c(N)c(C(=O)COC(=O)COc2ccc3ccccc3c2)c(=O)n(C)c1=O
(33) O=C(NCc1cccs1)C(=O)NCC1OCCCN1S(=O)(=O)c1cccs1 (centres undefined)
(34) O=C1N/C(=C/c2cccn2-c2ccc(F)cc2)C(=O)N1Cc1ccccc1
(35) CCOc1ccc(OCC)c(NC(=O)CCCN2C(=S)NC(C)(C)CC2C)c1 (centres undefined)
(36) CCOc1ccccc1OCCC(=O)OCC(=O)c1ccc[nH]1
(37) O=C(c1ccco1)N1C(=O)c2cccc3cccc1c23
(38) Cc1c(Nc2cc(Cl)c3nonc3c2[N+](=O)[O-])c(=O)n(-c2ccccc2)n1C
(39) CN(C(=O)C1CCCO1)c1nnc(-c2ccncc2)s1 (centres undefined)
(40) N#Cc1c(-c2ccccc2)nc(SCC(=O)NC2CCCCC2)[nH]c1=O
screen / no.	31	32	33	34	35	36	37	38	39	40
PPARg SRC-3 ag	6	5	3	6	4	4	6	5	-8	5
Diaphorase act	0.9	0.9	0.9	0.9	0.9	0.9	1	0.9	0.9	0.9
G6PDH CS	-15	-2	1	10	-15	5	6	12	-10	5
S1P3 antagonist	-5	-5	-6	/	2	5	0	8	-29	-25
TR-FRET SRC-2 ct	1660	1695	1533	1197	1550	1759	1524	1555	1595	1580
Diaph inh CS	12	6	5	14	6	9	2	8	10	10
ROMK mod	/	/	-0.83	0.041	-0.66	-0.2	/	-4.4*	/	-0.13
PPARg SRC-1 ag	-3	4	1	2	3	4	7	9	-5	-1
PPARg SRC2 recr	5	4	-2	3	-1	11	5	-1	-1	2
PMI act	1	1	1	1	0.9	1.1	0.9	1.1	0.9	1.1
PMI act hi M6P	1.1	1	1	1.3	0.9	1	1	0.9	0.9	1

# Some of the entries so far, with values under each structure:
# Order of values: PPARg SRC-3 ag	Diaphorase act	G6PDH CS	S1P3 antagonist	TR-FRET SRC-2 ct	Diaph inh CS	ROMK mod	PPARg SRC-1 ag	PPARg SRC2 recr	PMI act	PMI act hi M6P
(32) Cn1c(N)c(C(=O)COC(=O)COc2ccc3ccccc3c2)c(=O)n(C)c1=O
→ 5	0.9	-2	-5	1695	6	/	4	4	1	1
(33) O=C(NCc1cccs1)C(=O)NCC1OCCCN1S(=O)(=O)c1cccs1 (centres undefined)
→ 3	0.9	1	-6	1533	5	-0.83	1	-2	1	1

# Of the compounds above, these contain a thiophene ring, fused or not:
(24) COCCn1c(=O)c2c3c(sc2n(CC(N)=O)c1=O)CCCC3
(33) O=C(NCc1cccs1)C(=O)NCC1OCCCN1S(=O)(=O)c1cccs1 (centres undefined)
screen / no.	24	33
PPARg SRC-3 ag	-10	3
Diaphorase act	/	0.9
G6PDH CS	/	1
S1P3 antagonist	-27	-6
TR-FRET SRC-2 ct	1638	1533
Diaph inh CS	/	5
ROMK mod	-0.033	-0.83
PPARg SRC-1 ag	-2	1
PPARg SRC2 recr	13	-2
PMI act	/	1
PMI act hi M6P	/	1

# Next section
(41) N#Cc1cc2c(nc1SCc1ccccc1)CCCC2=O
(42) Cc1cccc(C2c3[nH]c4ccccc4c3CCN2C(=O)c2cn(C)c3ccccc3c2=O)n1 (centres undefined)
(43) Cc1ccc(NC(=O)CSc2nnc(-c3cccs3)n2Cc2ccco2)cc1
(44) CCCOc1ccc(NC(=O)C2OC3OC(C)(C)OC3C3OC(C)(C)OC23)cc1 (centres undefined)
(45) NC(=O)COC(=O)c1ccc(S(=O)(=O)N2CCCCCC2)cc1
(46) CCOC(=O)N=S(N)(=O)c1ccc(Cl)cc1 (centres undefined)
(47) CCOc1ncccc1C(=O)OCc1ccc(C#N)cc1
(48) CCCc1cc(=O)oc2cc(OCc3cccc(OC)c3)c(Cl)cc12
(49) COc1cccc(CC2(CO)CCCN(Cc3ccc(C)s3)C2)c1 (centres undefined)
(50) COc1ccc(CNC(=O)Nc2cccc(C)c2)cc1
(51) CC(C)NC(=O)Cn1c(SCC(=O)c2ccc(F)cc2)nc2ccccc21
(52) O=S(=O)(c1cccs1)N1CCC(CO)(Cc2ccc(Cl)cc2)CC1
screen / no.	41	42	43	44	45	46	47	48	49	50	51	52
PPARg SRC-3 ag	-13	7	13	-3	-2	4	1	3	-1	2	10	5
Diaphorase act	0.8	/	0.8	0.9	1	0.9	0.9	1.1	0.8	0.8	0.8	0.8
G6PDH CS	-32	8	-1	-5	9	2	-4	-17	16	-2	0	4
S1P3 antagonist	-10	-16	/	5	4	-6	0	2	-7	5	/	-1
TR-FRET SRC-2 ct	1605	1818	1579	1476	1560	1551	1554	1627	1571	1538	1407	1588
Diaph inh CS	16	/	16	12	4	7	9	-6	24	16	15	23
ROMK mod	0.3	0.022	/	0.86	/	/	/	0.4	-0.15	0.7	-0.62	-0.5
PPARg SRC-1 ag	3	5	5	-5	6	-6	8	-1	11	0	-6	2
PPARg SRC2 recr	11	9	4	3	12	10	11	-5	6	-1	3	5
PMI act	0.9	/	0.8	0.9	0.9	0.9	0.9	1	1	1	1	0.9
PMI act hi M6P	1	/	0.8	1	0.9	1	1	1.1	1	1	1	0.9
